# KKLEB tox: reduces viability of KKLEB cystic fibrosis airway cells. 360,000 compounds, 0.36% hits. activity change (cytotoxicity), % at 5 µM. KKLEB CF airway cells viability, ATPlite luminescence, overnight; active compounds read low; cells stimulated with P. aeruginosa culture filtrate;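 active = corrected activity change at or below -50% at 5 µM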
# CF NFkB inh: inhibitors of cystic fibrosis induced NF-kB; inhibition, % at 5 µM; KKLEB NF-kB-GFP reporter, PAF-induced, GFP fluorescence overnight; 360,000 compounds, 0.86% hits; AID 588850;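 active = at least 50% inhibition at 5 µM, scaled per plate between neutral and stimulator controls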;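 also: PAF is a Pseudomonas aeruginosa culture filtrate used as stimulus; plate controls were PAF-stimulated DMSO wells for no effect and unstimulated DMSO wells for full effect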
# NR2E3 ag-1: agonists of human NR2E3 nuclear receptor. 360,000 compounds, 0.35% hits. AID 602229. Q9Y5X4. CHO-S Gal4-NCOR/VP16-NR2E3 two-hybrid, luciferase. inhibition of corepressor binding, % at 3.98 µM;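 active = inhibition above the mean of all tested compounds plus 3 SD, cut at about 70% in these data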;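 also: 0% = DMSO with NR2E3 transfected cells and 100% = cells lacking NR2E3 construct; higher means lower luciferase signal from less NR2E3 corepressor binding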
# Target sequence (Q9Y5X4 whole entry, looked up, the tested form may be a part): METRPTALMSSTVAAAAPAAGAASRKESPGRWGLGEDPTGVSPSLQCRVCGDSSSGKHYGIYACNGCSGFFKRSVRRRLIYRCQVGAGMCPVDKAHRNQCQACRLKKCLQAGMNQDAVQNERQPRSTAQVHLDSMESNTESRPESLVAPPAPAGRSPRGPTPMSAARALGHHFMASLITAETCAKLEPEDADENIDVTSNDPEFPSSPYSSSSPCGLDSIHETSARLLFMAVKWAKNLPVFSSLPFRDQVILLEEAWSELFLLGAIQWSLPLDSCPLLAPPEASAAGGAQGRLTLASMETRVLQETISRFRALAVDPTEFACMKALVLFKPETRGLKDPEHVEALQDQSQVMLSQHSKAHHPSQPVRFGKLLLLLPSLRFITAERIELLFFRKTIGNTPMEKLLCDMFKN
# PDI turbidity: inhibitors of human protein disulfide isomerase; inhibition, % at 10 µM; P07237; 350,000 compounds, 0.052% hits; PDI insulin aggregation turbidity, A650, 90 min;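 active = mean inhibition across replicates of 30% or more, whatever share of single replicates reach that level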;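 also: absorbance from insulin aggregation driven by PDI reduction with DTT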
# Target sequence (P07237 whole entry, looked up): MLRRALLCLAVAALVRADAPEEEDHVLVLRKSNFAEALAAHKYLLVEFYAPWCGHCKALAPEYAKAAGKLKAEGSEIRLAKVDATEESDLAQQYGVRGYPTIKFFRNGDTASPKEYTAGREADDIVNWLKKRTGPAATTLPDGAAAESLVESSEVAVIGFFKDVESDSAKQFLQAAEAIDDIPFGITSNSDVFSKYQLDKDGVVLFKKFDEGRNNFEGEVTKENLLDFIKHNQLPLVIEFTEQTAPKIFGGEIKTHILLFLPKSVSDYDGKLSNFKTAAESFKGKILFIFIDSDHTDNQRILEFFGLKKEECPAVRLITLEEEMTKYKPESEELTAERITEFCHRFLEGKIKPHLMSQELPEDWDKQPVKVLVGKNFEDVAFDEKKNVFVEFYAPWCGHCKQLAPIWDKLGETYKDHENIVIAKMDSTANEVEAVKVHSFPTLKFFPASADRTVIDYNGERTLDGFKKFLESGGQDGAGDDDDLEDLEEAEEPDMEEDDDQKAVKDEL
# Vif inh: inhibitors of HIV Vif | AID 602346 | inhibition, % at 7.49 µM | 340,000 compounds, 0.35% hits | HEK293T cells, Vif self-association by quenched fluorescence, imaging, 24 h; in the data active = inhibition above about 50%, passing the limit was not always enough; also: some results filed as inactive read as strong as hits
# NR2E3 ag-2: activates human photoreceptor nuclear receptor NR2E3 | GST-NR2E3/biotin-RetCOR TR-FRET, 1536-well | 320,000 compounds, 0.12% hits | Q9Y5X4 | inhibition of corepressor binding, % at 4.78 µM | AID 2300;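 active = percent inhibition above the cutoff of mean plus 3 SD of all tested compounds, set per screening campaign, cut at about 20% in these data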;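 also: 0% = DMSO wells and 100% = biotin wells as full block of FRET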
#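 Test system – NR2E3–RetCOR corepressor complex · Quantity – NR2E3 fusion 1.35 nM · Buffer or medium – Tris pH 7.5 · Incubation – Compound–protein incubation for 5 h at 4 °C · Technique – TR-FRET, Eu(K)-anti-GST donor, streptavidin-D2 acceptor, ex 340, em 617/671 nm · Evaluation – percent inhibition of 671/617 nm emission ratio versus biotin and DMSO controls · Plate – 1536-well format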
# TRPM1 prom inh: inhibitors of MITF-driven TRPM1 promoter in melanoma cells; SK-MEL-5 TRPM1 promoter luciferase, 24 h; inhibition, % at 12.5 µM; 330,000 compounds, 0.83% hits; AID 488899;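 active = mean inhibition across replicates of 60% or more, whatever share of single replicates reaches that level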; also: values of inactives mirror those of a sister screen read the other way
# CaV13 FRET inh: Primary screen for inhibitors of IQ motif and Ca2+-dependent inactivation inhibitor domain binding in CACNA1D, Förster resonance energy transfer in living cells, …. HEK cells, CFP/YFP FRET ICDI-IQ, plate reader, 10 min; percent FRET-ratio fall versus neutral wells. inhibition, % at 12.3 µM. 340,000 compounds, 0.098% hits. AID 743397;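 active = mean replicate inhibition of at least 30% and at least 1% of replicates passing that level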;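 also: 0% = median of the neutral control wells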
# Peg3 promoter: inhibitors of Peg3 promoter; HeLa PEG-Prom luciferase reporter, luminescence, overnight; inhibition, % at 20 µM; 360,000 compounds, 1.7% hits; AID 588405;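 active = inhibition of at least 50% at 20 µM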
# HIF-2a inh: HIF-2a inhibition | inhibition, % at 18.8 µM | 360,000 compounds, 0.72% hits | 786-0 RCC cells HIF-2a reporter, luciferase luminescence, overnight | AID 624352;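 active = inhibition of the luminescence signal of 40% or more relative to plate controls, in a single-dose primary screen at 18.75 µM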
# Shn3 inh set2: Schnurri-3 reporter inhibition in Clone20 osteoblasts; 360,000 compounds, 0.52% hits; Clone20 osteoblast Shn3 3'UTR firefly luciferase, 24 h; inhibition, % at 12.5 µM;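 active = mean inhibition of at least 75% with every replicate also reaching 75%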;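 also: 0% = median of neutral control wells and 100% = pilot-screen positive control compound; some compounds past the cut are filed as inactive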
# * marks the source's active call; other numbers are inactive results; nt = no result given. Random draw from the library; 3.3% or so of the library scored in one or more.
SMILES,KKLEB tox,CF NFkB inh,NR2E3 ag-1,PDI turbidity,Vif inh,NR2E3 ag-2,TRPM1 prom inh,CaV13 FRET inh,Peg3 promoter,HIF-2a inh,Shn3 inh set2
COc1ccc(NC(=O)CN(C)C(=O)c2cc(CN3C(=O)c4ccccc4C3=O)ccc2OC)cc1,8,-13,10,-4,-13,2,18,-7,-6,9,1
O=C(O)c1ccc2nc(-c3ccccc3)c(-c3ccccc3)nc2c1,2,-1,-5,-2,5,-2,-4,-6,-21,-16,-31
O=C(c1c(F)cccc1F)N1CCCc2ccccc21,-7,2,-3,-2,-2,3,-4,1,12,9,-18
O=C1N=C(N2CCOCC2)S/C1=C/c1cccs1,-8,-3,-3,0,nt,1,-16,-10,-42,-146,-12
CON1C(=O)C(=O)N(OC)C2CCCCC21 (configuration not stated),3,-6,-15,7,0,nt,8,-6,6,6,-1
Oc1ccc(O)c(Cc2nc3ccccc3s2)c1,-9,46,-1,-2,5,4,-23,-7,1,13,18
CCCN(CC(=O)Nc1ccc(C(N)=O)cc1)CC(=O)Nc1ccc(F)c(F)c1F,-2,-18,12,-4,-8,1,2,-20,2,20,-6
O=C(C1CCN(S(=O)(=O)c2cccs2)CC1)N(c1ccccn1)C1CCCCC1,13,4,-5,0,6,-2,7,-4,21,15,10
Cc1cc(C(=O)OCC(=O)c2ccc(Br)s2)no1,4,2,-10,0,nt,25*,11,-9,15,-4,-5
CS(=O)(=O)N(CC(=O)NCCC1=CCCCC1)C1CCCCC1,-12,2,-7,-7,26,-2,-5,-5,13,11,-20
CCOc1ccc(C(=O)NCc2ccncc2)cc1OCC,6,9,12,8,nt,0,3,1,6,1,6
Clc1nnc(NN=C2CCCC2)c2ccccc12,5,-4,-9,-6,11,0,17,-6,-9,10,0
COc1ccc(NC(=O)c2sc3nc(N4CCOCC4)c4c(c3c2N)CCCC4)cc1,-13,14,5,-11,-5,nt,nt,-9,-10,-11,7
CC(=O)Nc1ccc(N2C(=O)CC(N3CCSCC3)C2=O)cc1 (configuration not stated),5,-12,-6,3,19,2,3,1,13,19,13
Cc1ccnc(NC(=O)c2ccc(Cl)c(S(=O)(=O)N3CCCCC3)c2)c1,-14,23,-56,-3,-8,-1,-32,-2,-53,-159,3
COc1ccc(Nc2nc(N)nc(CN3CCN(c4ccccn4)CC3)n2)cc1,-7,3,-4,5,8,-2,1,nt,13,6,-1
Cc1csc(NC(=O)CSc2nnc(NC(=O)C3CC(=O)N(c4ccccc4)C3)s2)n1 (configuration not stated),-2,-17,1,14,-7,4,-5,-3,0,-4,-5
CCN(CC)C(=O)Cn1cc(S(=O)(=O)CC(=O)Nc2cc(OC)ccc2OC)c2ccccc21,-4,11,11,0,-3,-2,-3,-5,7,5,-3
O=C(Nc1cccc(S(=O)(=O)N2CCCC2)c1)c1cccc(S(=O)(=O)N2CCOCC2)c1,-14,-12,31,5,-2,-3,5,-4,21,9,11
Cc1cc(OCC(=O)NC2CC2)c2c(C)cc(=O)oc2c1,0,-7,6,4,-5,-5,-5,nt,10,2,-17
O=C(Nc1ccc(N2CCOCC2)cc1)c1ccc([N+](=O)[O-])cc1,8,-12,-35,-1,17,0,-2,-2,-50,-71,-17
CN(C)CCn1c2c(c(SCC(=O)Nc3ccccc3)nc1=O)CCCC2,0,7,-42,-4,-1,0,1,-6,9,7,4
O=C(CCc1ccccc1)NNC(=S)Nc1ccc(F)cc1,6,-4,-25,-3,-5,0,-7,5,5,-11,25
CC(=O)C1=C(O)C(=O)N(Cc2cccnc2)C1c1ccccc1 (configuration not stated),-9,18,12,-3,nt,-2,8,nt,4,-1,-5
Cc1cc(C)c2c(=O)n(CC(=O)Nc3ccc(Cl)cc3)sc2n1,-8,-3,8,3,3,0,8,-2,16,27,14
Nc1nc2ccc(N3CCOCC3)cc2s1,0,-1,-56,0,-9,-5,-19,-1,-88,-84,-50
COCc1cc(=O)[nH]c(-c2ccccc2OC(F)(F)F)n1,-5,6,-49,6,15,-1,-1,-20,11,15,-15
O=C(NCC1CCCO1)c1cccs1 (configuration not stated),5,3,8,5,-4,3,-9,-8,7,4,-10
CCCn1c(O)c(N=NC(=O)c2cccnc2)c2cc(Br)ccc21,-5,-14,18,-1,-14,5,1,-2,29,21,14
Cc1ccc(OCC(=O)Nc2ccc(N3CCN(S(C)(=O)=O)CC3)cc2)cc1,3,11,15,-4,-5,2,0,-2,-9,8,24
CCc1ccc(N(CC(=O)NC2CCCC2)C(=O)CCC(=O)Nc2ccccn2)cc1,-3,-2,-20,-3,3,0,1,-2,-12,-8,0
CCOc1cc(C(=O)N/N=C/c2ccsc2)cc(OCC)c1OCC,8,2,23,-5,-2,-1,-1,-3,13,3,9
COc1ccc(C2=NNC(=O)C2(C)Br)cc1 (configuration not stated),0,20,-20,7,0,nt,-3,-15,-6,17,52
CC(C)NC(=O)CCNC(=O)c1ccc(F)cc1,2,2,-22,-2,-7,1,-2,-8,0,7,-3
O=S(=O)(ON(c1ccccc1)S(=O)(=O)c1ccccc1)c1ccccc1,0,-7,37,-9,-7,-1,14,-3,25,9,-1
CN(C(=O)c1cccc(NC(=O)Cc2cccc(NC(=O)C3CCN(C(=O)C4CCCCC4)CC3)c2)c1)C1CC1,4,14,5,7,-8,nt,3,-5,-7,-3,-16
O=C(NCC1CCCCC1)c1ccc(=O)[nH]c1,-5,12,-17,-11,12,4,0,-3,6,14,6
CC(C)CC(=O)NC(=S)Nc1ccc(NC(=O)c2cccs2)cc1,9,-1,-2,3,5,0,-10,nt,-13,-25,5
Cc1c(C(=O)N2CCCC2)oc2c1-c1nn(CC(=O)NCCCN3CCCCC3C)cc1CC2 (configuration not stated),5,-4,2,3,-2,-1,0,-7,-3,11,-2
Cc1cc(/C=N/n2c(COc3ccccc3C)nc3ccccc3c2=O)c(O)c([N+](=O)[O-])c1,2,8,-33,4,-1,-1,-4,-4,-4,-64,81

# Compound profiles, as listed above. Order of values: KKLEB tox, CF NFkB inh, NR2E3 ag-1, PDI turbidity, Vif inh, NR2E3 ag-2, TRPM1 prom inh, CaV13 FRET inh, Peg3 promoter, HIF-2a inh, Shn3 inh set2
# Shown for Cc1ccnc(NC(=O)c2ccc(Cl)c(S(=O)(=O)N3CCCCC3)c2)c1 → -14, 23, -56, -3, -8, -1, -32, -2, -53, -159, 3
# Shown for CON1C(=O)C(=O)N(OC)C2CCCCC21 (configuration not stated) → 3, -6, -15, 7, 0, nt, 8, -6, 6, 6, -1
# Shown for O=S(=O)(ON(c1ccccc1)S(=O)(=O)c1ccccc1)c1ccccc1 → 0, -7, 37, -9, -7, -1, 14, -3, 25, 9, -1

# Other structures
SMILES,KKLEB tox,CF NFkB inh,NR2E3 ag-1,PDI turbidity,Vif inh,NR2E3 ag-2,TRPM1 prom inh,CaV13 FRET inh,Peg3 promoter,HIF-2a inh,Shn3 inh set2
COc1ccc(-c2nc(NC(=O)c3ccco3)sc2C)cc1,1,0,-60,-10,-11,nt,nt,-16,-180,-220,13
CCc1ccccc1-n1c(SCC(=O)N2CCCC2)nc2[nH]ncc2c1=O,-18,-15,4,-5,-3,-1,6,-4,10,11,15
COc1ccc2sc(-c3ccc(N(C)C)cc3)c(C#Cc3cncn3C)c2c1,-17,25,-6,4,14,nt,-14,3,23,-36,-15
O=C1C2CCCN2C(=O)N1CCCCN1CCN(CCO)CC1 (configuration not stated),2,16,1,-1,12,-2,-8,-2,6,15,-14
CCOC(=O)CSC(C)C(=O)Nc1nnc(C(C)C)s1 (configuration not stated),7,-3,14,nt,18,-1,-1,-4,-3,15,-11
CC(C)(C)C(=O)CN1C2=NCCCN2c2ccccc21,6,-8,-15,2,-1,2,-7,-7,-3,10,5
COc1ccccc1CNC(=O)CSc1nn2c(=O)c(C(C)(C)C)nnc2s1,13,9,5,4,-14,2,-8,-1,22,16,7
O=c1c2cn[nH]c2[nH]c(=S)n1-c1ccccc1F,-30,28,-13,14,nt,1,0,-8,-16,-22,10
COc1ccc(NC(=S)N(Cc2ccc(N(C)C)cc2)Cc2ccco2)cc1,4,-2,-19,-4,1,0,-6,-7,-29,-23,17
COc1cccc(-c2ccc3c(c2)N(Cc2ccc(F)cc2)C(=O)C(C)S3)c1 (configuration not stated),21,-8,-26,6,1,nt,nt,-6,2,-8,-10
COc1cccc(OC)c1NC(=O)CN1CCN(C)CC1,8,-12,-29,-4,-1,-2,-8,-5,14,8,-2
Cc1ccc(SCC(=O)NCCSC(C)(C)C)cc1,0,4,-34,-5,-2,-2,-32,nt,-118,-135,-6
O=C(COC(=O)c1c(F)cccc1Cl)NC(=O)Nc1ccc2c(c1)OCCO2,11,21,-12,5,8,4,-21,-4,-138,-150,-11
COc1ccc(OC)c(-c2cc(C(=O)NCc3ccco3)no2)c1,5,-21,-11,4,-4,-1,9,-6,5,-19,1
O=C(NC1CCCCCCC1)c1c(O)c2ccccc2[nH]c1=O,-2,19,-11,-10,-2,1,-96,nt,-162,-124,-37
Nc1cc(=O)[nH]c(SCC(=O)Nc2cc(S(=O)(=O)N3CCOCC3)ccc2Cl)n1,4,4,-8,3,1,-1,2,-4,-3,8,-44
Cc1ccc(NC(=O)N2CCOCC2)c(C)c1,1,8,-7,2,nt,1,-15,-5,5,-2,nt
O=C(CNC1CCCCC1)Nc1cc(S(=O)(=O)N2CCOCC2)ccc1Cl,7,3,-3,-4,0,2,-1,4,1,11,-6
N#Cc1ccc(S(=O)(=O)N2CCc3[nH]c4ccc(F)cc4c3C2)cc1,12,5,11,-1,-3,3,-3,-4,9,10,8
CC(=O)Nc1ccc(SC(Sc2ccc(NC(C)=O)cc2)c2ccccc2)cc1,10,-8,-43,-7,2,nt,7,-9,-38,-135,7
COc1ccccc1N1CCN(C(=O)CCc2nnc3ccc(N4CCC(C)CC4)nn23)CC1,-9,25,32,0,2,4,22,-13,43,6,4
CC(C)C(=O)Nc1ccc(NC(=S)NC(=O)c2cc3ccccc3o2)cc1,8,-5,-22,2,0,4,1,-4,-10,7,-8
CC(C)(C)S(=O)(=O)c1cnc(-c2ccc(Cl)cc2)nc1N,5,1,-44,-2,2,2,-194,-5,-251,-183,-129
CCCCNC(=S)NNC(=O)c1sccc1C,12,-22,18,-1,-8,0,17,-8,-45,-11,-5
CCc1ccccc1NC(=O)C1COc2ccccc2O1 (configuration not stated),6,-1,-24,10,-2,0,-13,-3,7,-18,-19
O=C(C[n+]1ccccc1)N/N=C/c1ccccc1C(F)(F)F,7,-4,18,-16,-5,-2,1,-18,9,5,17
CCC(=O)c1cc(F)c(N2CCN(S(=O)(=O)c3ccc(C)cc3)CC2)cc1C,15,-1,-6,-3,-7,0,5,-6,19,-10,65
COC(=O)c1ccc(C)c(NC(=O)CCc2ccc(OC)cc2)c1,15,-3,-25,-5,7,2,-5,-3,2,10,13
CCN(CC)c1ncnc2c1nnn2C,-5,8,-14,-8,20,nt,8,-10,8,18,9
